GLS inhibitor = inhibitors of human glutaminase (GLS) | O94925 | GLS enzymatic activity, qHTS titration | Potency, µM (highest dose often 45.5 µM), without a hit: at the top dose activity change, negative = inhibition, usual class: inhibitors | 0.21% of 410,000 active | AID 624170; note: potency is the fitted concentration of half-maximal effect; % is set by controls: 0 for no effect and ±100 for the full control effect
Target sequence (O94925 whole entry, looked up): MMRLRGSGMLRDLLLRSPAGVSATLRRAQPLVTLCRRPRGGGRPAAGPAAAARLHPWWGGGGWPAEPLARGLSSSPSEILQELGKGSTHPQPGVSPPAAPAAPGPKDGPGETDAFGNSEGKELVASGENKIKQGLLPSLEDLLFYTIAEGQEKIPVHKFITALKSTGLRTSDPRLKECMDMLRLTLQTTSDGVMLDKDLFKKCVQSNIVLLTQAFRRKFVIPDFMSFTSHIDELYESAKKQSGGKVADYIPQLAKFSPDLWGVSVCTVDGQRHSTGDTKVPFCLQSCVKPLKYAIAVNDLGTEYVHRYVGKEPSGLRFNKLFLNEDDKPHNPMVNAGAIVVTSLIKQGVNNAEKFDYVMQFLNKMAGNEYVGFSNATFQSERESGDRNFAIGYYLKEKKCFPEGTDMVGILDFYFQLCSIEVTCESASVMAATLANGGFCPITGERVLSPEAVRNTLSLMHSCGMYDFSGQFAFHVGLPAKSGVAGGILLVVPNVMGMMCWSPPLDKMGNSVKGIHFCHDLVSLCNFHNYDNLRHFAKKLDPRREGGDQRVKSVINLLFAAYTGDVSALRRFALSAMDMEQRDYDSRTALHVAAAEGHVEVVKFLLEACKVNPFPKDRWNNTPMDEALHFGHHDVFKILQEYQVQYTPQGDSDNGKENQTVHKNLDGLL
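Human kidney-isoform GLS in 45 mM KH2PO4 pH 8.2, 0.02% Tween-20, with compound, started with 1mM L-Glutamine (added stock). Glutamate oxidase/HRP/Amplex red coupled fluorescence read at start and after 30 min at RT.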
G9a block = inhibitors of human histone lysine methyltransferase G9a | Q96KQ7 | G9a H3K9 monomethylation, AlphaScreen, 2 h | Potency, µM (doses to about 102 µM), for the others: at the top dose activity, negative = inhibition, actives largely listed as inhibitors | 8.8% of 350,000 active | AID 504332; note: potency is the fitted concentration of half-maximal effect; % is set by controls: 0 for no effect and ±100 for the full control effect; nearly all actives have a fitted effect of over 75% in size
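Quantitative HTS format: methyltransferase activity on a biotin-tagged H3K9 peptide is measured by AlphaScreen, using a rabbit anti-monomethyl-H3K9 antibody with streptavidin donor and anti-IgG acceptor beads. Final levels are 20 nM enzyme, 500 nM peptide, 20 uM SAM; 2 h RT.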
HP1b binding inh = HP1-beta chromodomain-methylated histone interaction inhibition; P83916; AlphaScreen HP1-beta / biotin-H3K9me3 peptide binding; Potency, µM (highest dose often 114 µM), for inactives: at the top dose activity change, negative = inhibition, most hits filed as inhibitors; 0.56% of 390,000 active; AID 540317; note: potency is the fitted concentration of half-maximal effect; nearly all actives have a fitted effect of over 70% in size; inactives centre near 23
Target sequence (P83916 whole entry, looked up): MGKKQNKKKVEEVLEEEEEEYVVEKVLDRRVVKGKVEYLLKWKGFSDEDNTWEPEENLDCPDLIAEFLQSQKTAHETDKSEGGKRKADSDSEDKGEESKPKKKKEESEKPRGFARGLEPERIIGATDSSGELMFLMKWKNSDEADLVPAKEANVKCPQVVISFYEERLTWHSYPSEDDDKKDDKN
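AlphaScreen: HP1-beta (50 nM) preformed 30 min with biotin-H3(1-18)K9me3 peptide (50 nM) in PBS pH 7.4, 0.01% Tween-20. Compound added for 30 min at RT, then streptavidin donor/nickel chelate acceptor beads (10 ug/mL) for 30 min.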
PGK inhibitor = blocks T. brucei phosphoglycerate kinase; P07378; PGK/GAPDH coupled, Kinase-Glo luminescence, 60 min; Potency, µM (top dose mostly 57.5 µM), for the others: top-dose activity change, negative = inhibition, hits mostly inhibitors; 0.043% of 380,000 active; note: potency is the fitted concentration of half-maximal effect; % is set by controls: 0 for no effect and ±100 for the full control effect; nearly all actives have a fitted effect of over 60% in size
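Luminescent ATP detection (Kinase-Glo Plus) follows a 60-minute room-temperature incubation, with wells lacking PGK as controls. Buffer: 100 mM TEA (pH 7.6), 5 mM MgCl2, 0.01% Tween-20. Coupling enzyme GAPDH (100 nM final) supplies unstable 1,3-BPG in-well.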
JMJD2A Tudor inh = JMJD2A Tudor domain (human) inhibition; Potency, µM (highest dose often 114 µM), without a hit: at the top dose activity change, negative = inhibition, most hits filed as inhibitors; 4.4% of 390,000 active; AID 504339; AlphaScreen JMJD2A-Tudor / H3K4me3 peptide binding; note: potency is the fitted concentration of half-maximal effect; % is set by controls: 0 for no effect and ±100 for the full control effect; nearly all actives have a fitted effect of over 50% in size
BAZ2B block = BAZ2B (human) inhibition. Q9UIF8. AlphaScreen BAZ2B-H3K14Ac peptide displacement. Potency, µM (top dose mostly 114 µM), for the others: top-dose activity change, negative = inhibition, actives largely listed as inhibitors. 4.4% of 360,000 active. AID 504333; note: potency is the fitted concentration of half-maximal effect; % is set by controls: 0 for no effect and ±100 for the full control effect; nearly all actives have a fitted effect of over 60% in size
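Complex of BAZ2B and biotin-H3K14Ac (50 nM apiece) forms over 30 min at RT, then faces library compounds up to 110 uM for another 30 min; AlphaScreen beads added, 20 min dark incubation, luminescence read.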
Pin1 inh = blocks the human prolyl isomerase Pin1 | Pin1 FP peptide displacement, HiFluor488, 10 min | Potency, µM (series often up to 115 µM), for inactives: at the highest dose activity, negative = inhibition, most hits filed as inhibitors | 0.009% of 390,000 active; active = well fitted inhibition curve with a large enough effect in the polarisation, with a control signal flat, not every such curve was filed as active; inconclusive = small, poorly fitted or top-dose-only effect, or effect the other way, or a change in a side signal; inactive = no such curve, though single readings can be large or run the other way; the % refers to the polarisation; note: potency is the fitted concentration of half-maximal effect; % is set by controls: 0 for no effect and ±100 for the full control effect
Target sequence (Q13526 whole entry, looked up): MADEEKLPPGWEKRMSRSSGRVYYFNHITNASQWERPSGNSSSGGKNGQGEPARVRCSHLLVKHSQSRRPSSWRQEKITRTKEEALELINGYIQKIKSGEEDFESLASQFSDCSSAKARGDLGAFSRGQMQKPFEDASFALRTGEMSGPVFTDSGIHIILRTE
Pol eta inh = blocks human DNA polymerase eta activity; Q9Y253; Potency, µM (doses to about 114 µM), for the others: top-dose activity change, negative = inhibition, most hits filed as inhibitors; 1.2% of 390,000 active; recombinant Pol eta, fluorescent DNA replication assay; note: potency is the fitted concentration of half-maximal effect; % is set by controls: 0 for no effect and ±100 for the full control effect
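Pol eta (10 nM) was preincubated with compounds for 15 min at room temperature, after which fluorescent replication substrate (50 nM final) was added to start the reaction. Fluorescence was read kinetically at 0 and 10 min.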
PI4K2A inh = inhibitors of human PI4K2A. 0.13% of 420,000 active. Q9BTU6. activity change, negative = inhibition, % at 76.9 µM. AID 1346378. purified PI4K2A, ADP-Glo luminescence, 1 h; active compounds read low; in the data active = activity change below about -50%; inconclusive = mostly about -30% to -49%;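 note: -100% = wells without enzyme as full effect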
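Compounds are screened against recombinant PI4K2A using PI as substrate and ATP, the latter dispensed at 300 microM. Reactions run one hour at ambient temperature before ADP-Glo detection; full inhibition defined by wells lacking enzyme.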
* marks the source's active call; other numbers are inactive results; i = inactive; ? = inconclusive; / = not tested or not shown; & = joins results of further samples; ! = not confirmed by another sample; [ ] = dose if it differs, or a comment. Unless noted, calls come from the whole dose curve; as a rule, active = well fitted curve in the direction sought with a large enough effect; inconclusive = small, poorly fitted or top-dose-only effect, or another doubt; inactive = no such curve, though single readings can be large; an effect the other way counts as inactive or inconclusive. Some of the compounds tested; rates above refer to the full screens.

G9a block	Pin1 inh	HP1b binding inh	GLS inhibitor	Pol eta inh	PGK inhibitor	smiles	BAZ2B block	JMJD2A Tudor inh	PI4K2A inh
7%[59 µM]	18%	19%	-6%	-5%	i	Cc1ccc(-c2nnn(CC(=O)N3c4ccccc4CCc4ccccc43)n2)cc1	1%	-12%	0
-6%	-1%	-6%	14%	-12%	0%	Cc1noc(C(=O)Nc2ccccc2C(F)(F)F)c1Cl	9%	-26%	7
11%	-3%	41%[activator]	-3%	-16%	-7%	COCCCC1CCN(C(=O)C2CCC(=O)N(C3CCCCCC3)C2)CC1 (centres undefined)	-9%	-3%	-4
-32%	0%	14%	1%	-13%	-2%	CC(C)(Oc1ccc(Cl)cc1)C(=O)NCC(c1cccs1)N1CCOCC1 (centres undefined)	-2%	-19%	0
1%[59 µM]	0%	35%	4%	-20%	i	Cc1ccc(Cn2cc(CCC(=O)NC3CCC(C)CC3)c3ccccc32)cc1 (centres undefined)	-22%	-11%	0
/	-4%	11%	3%	3%	5%	COC(=O)CNC(=O)Cc1c(C)n(C(=O)c2ccc(Cl)cc2)c2ccc(OC)cc12	-10%	-22%	1
31%	-9%	58%[activator]	3%	-17%	i	Clc1cccc(Cl)c1Cn1ccc(C2CC2)n1	42%[activator]	31%	2
-33%	2%	22%	0%	-12%	4%	CC(=O)Nc1ccc(NC(=O)COc2ccc(S(=O)(=O)NC(C)c3ccccc3)cc2)cc1 (centres undefined)	-36%	-12%	6
-10%[59 µM]	0%	17%[57 µM]	-11%	7%	-11%	COc1ccccc1Cc1nc2ccccc2nc1SCC(=O)N1CCCc2ccccc21	-4%	-11%	0
-5%	-4%	1%	1%	5%	0%	CN1C(=O)c2ccccc2Sc2ccc(NC(=O)N3CCOCC3)cc21	-18%	-13%	-4
-9%[12.7 µM]	5%	37%	2%	-2%	5%	COc1ccc(NC(=O)COC(=O)c2ccc(OC)c(S(=O)(=O)N3CCCC3)c2)cc1OC	-2%	-6%	-3
17%	-2%	30%	3%	-5%	-3%	Cc1cc(=O)oc2c1c(C)nn2-c1ccc(Cl)cc1	-3%	-11%	0

2 compounds picked at random from the list so far:
G9a block	Pin1 inh	HP1b binding inh	GLS inhibitor	Pol eta inh	PGK inhibitor	smiles	BAZ2B block	JMJD2A Tudor inh	PI4K2A inh
-33%	2%	22%	0%	-12%	4%	CC(=O)Nc1ccc(NC(=O)COc2ccc(S(=O)(=O)NC(C)c3ccccc3)cc2)cc1 (centres undefined)	-36%	-12%	6
/	-4%	11%	3%	3%	5%	COC(=O)CNC(=O)Cc1c(C)n(C(=O)c2ccc(Cl)cc2)c2ccc(OC)cc12	-10%	-22%	1

Other structures.
G9a block	Pin1 inh	HP1b binding inh	GLS inhibitor	Pol eta inh	PGK inhibitor	smiles	BAZ2B block	JMJD2A Tudor inh	PI4K2A inh
11%	1%	37%	-1%	-8%	3%	CCOC(=O)CSc1nc(-c2cccs2)nc2c1c(=O)n(C)c(=O)n2C	-17%	-1%	-2
?	2%	43%[activator]	6%	2%	1%	COc1ccc(N(CC(=O)N2CCCC2)S(=O)(=O)c2ccc(NC(C)=O)cc2)cc1	5%	-15%	-17
-6%[59 µM]	16%	25%	15%	-9%	-10%	O=C(CN1C(=O)COc2ccc(S(=O)(=O)Nc3ccccc3)cc21)Nc1cccc(Cl)c1	-18%	-20%	1
18%	-2%	-2%	-2%	7%	-1%	CCC(Oc1ccccc1F)C(=O)NCCCn1ccnc1 (centres undefined)	-19%	-17%	-5
4%	5%	29%	-3%	-8%	-2%	CCS(=O)(=O)N1CCC(C(=O)Oc2ccc(C(=O)OC)cc2)CC1	-2%	-6%	0
/	3%	20%	-2%	-2%	-9%	Cc1c2ccccc2nc2ccccc12	/	-18%	-3
?	-9%	25%	4%	-17%	-1%	CC(=O)N1C(=O)N(C(C)=O)C2C1N(C(C)=O)C(=O)N2C(C)=O (centres undefined)	-6%	3%	3
-40%	-3%	-3%	3%	-13%	-4%	CCOC(=O)c1ccc(NC(=S)N(CCCN2CCN(CC)CC2)Cc2ccco2)cc1	-13%	-29%	-3
?	0%	17%	-3%	-19%	-4%	CCOc1ccccc1CN1CCNC(=O)C1CC(=O)NCCC1=CCCCC1 (centres undefined)	-2%	-26%	2
0%[59 µM]	34%[activator]	56%[activator]	-13%	-18%	i	O=C(Nc1ccc(S(=O)(=O)N(Cc2ccccc2)c2ccccc2)cc1)c1ccccc1F	-22%	-14%	7
-29%	0%	-7%	2%	9%	i	CCC1(C)SC(NC(C)=O)=NN1C(C)=O (centres undefined)	5%	-21%	-1
-2%[0.501 µM]	-11%	43%[activator]	-16%	-9%	-10%	CC(C)COc1ccc(C(=O)N/C(=C\c2cccc([N+](=O)[O-])c2)C(=O)OC(C)C)cc1	-5%	-2%	3

Grouped by structure, the compounds so far containing four or more nitrogen atoms (four)
G9a block	Pin1 inh	HP1b binding inh	GLS inhibitor	Pol eta inh	PGK inhibitor	smiles	BAZ2B block	JMJD2A Tudor inh	PI4K2A inh
7%[59 µM]	18%	19%	-6%	-5%	i	Cc1ccc(-c2nnn(CC(=O)N3c4ccccc4CCc4ccccc43)n2)cc1	1%	-12%	0
11%	1%	37%	-1%	-8%	3%	CCOC(=O)CSc1nc(-c2cccs2)nc2c1c(=O)n(C)c(=O)n2C	-17%	-1%	-2
?	-9%	25%	4%	-17%	-1%	CC(=O)N1C(=O)N(C(C)=O)C2C1N(C(C)=O)C(=O)N2C(C)=O (centres undefined)	-6%	3%	3
-40%	-3%	-3%	3%	-13%	-4%	CCOC(=O)c1ccc(NC(=S)N(CCCN2CCN(CC)CC2)Cc2ccco2)cc1	-13%	-29%	-3

More entries:
G9a block	Pin1 inh	HP1b binding inh	GLS inhibitor	Pol eta inh	PGK inhibitor	smiles	BAZ2B block	JMJD2A Tudor inh	PI4K2A inh
-13%	-4%	31%	22%	-8%	2%	Fc1ccccc1CCNc1nnnn1-c1ccccc1	?	-1%	-1
-4%[59 µM]	-4%	26%	-1%	-7%	-6%	CC(=O)C1C(c2ccccc2)c2c(n[nH]c2C)CC1(C)O (centres undefined)	-6%	15%	-12
1%	-8%	51%[activator]	-14%	-10%	i	CC(=O)Nc1ccc(SCC(=O)N(C)C2CCS(=O)(=O)C2)cc1 (centres undefined)	-16%	-8%	-10
5%[59 µM]	8%	39%[activator]	1%	7%	-7%	Cn1c(=O)c2sccc2n2c(CCCC(=O)Nc3ccc(F)c(F)c3)nnc12	6%	-11%	2
-18%	0%	7%	-6%	-10%	-1%	O=C(CSc1cccc2cccnc12)Nc1ccc(S(=O)(=O)N2CCOCC2)cc1	-16%	-11%	-9
-10%	-11%	40%[activator]	-5%	-16%	0%	CC1CCN(C(=O)CCNS(=O)(=O)c2ccc3c(c2)c(=O)n(C)c(=O)n3C)CC1	-16%	-8%	3
1%[59 µM]	-3%	6%	-2%	-12%	-9%	COc1ccc(NC(=O)C(C)N2Cc3ccccc3C2=O)cc1OC (centres undefined)	2%	-11%	1
-14%[59 µM]	6%	15%	-2%	-11%	2%	CCc1ccccc1NC(=O)c1ccc2c(c1)CCCN2S(C)(=O)=O	3%	-13%	-1
-9%	-3%	20%	1%	-3%	0%	CC(Sc1nc2ccccc2c(=O)n1CC1CCCO1)C(=O)NC(C)c1ccccc1 (centres undefined)	-4%	-17%	-1
-12%	14%	37%	-7%	?	-8%	Cc1[nH]n(-c2ccc([N+](=O)[O-])cc2)c(=O)c1C=NCCc1ccc(S(N)(=O)=O)cc1	-12%	-8%	-13
3%	-13%	157%[activator]	-1%	-12%	-5%	N/C(=N\OC(=O)C1CCCCC1)c1cccc(Br)c1	1%	87%[activator]	-9
-18%[0.501 µM]	0%	23%	0%	-9%	2%	COc1ccccc1OCC(=O)NCC(C)NC(=O)COc1ccccc1OC (centres undefined)	4%	-11%	-5
4%[59 µM]	46%[activator]	18%	-11%	-9%	14%	O=C(Cn1c(=O)n(Cc2ccc3c(c2)OCO3)c(=O)c2ccc(C(=O)NC3CCCCC3)cc21)Nc1ccccc1F	2%	7%	4
?	?	-21%&-22%	11%&5%	?	-8%&-10%	Cc1ccc2nc(-c3ccccn3)c(Nc3ccccc3C)n2c1	20µM*	45µM*!	0&-12
22%	0%	22%	-8%	-15%	-12%	COc1ccc(C(=O)N2CCCCCC2)cc1S(=O)(=O)N1CCOCC1	2%	5%	-5
?	11%	-13%	-1%	-9%	-5%	CC(C)(CNC(=O)c1ccc([N+](=O)[O-])c(Cl)c1)CNC(=O)c1ccc([N+](=O)[O-])c(Cl)c1	-39%	-33%	-1
-20%[59 µM]	1%	12%	-1%	/	/	Cc1ccc(C)c(Cn2c(=O)n(CCc3ccccc3)c(=O)c3c(C)c(C)sc32)c1	1%	-6%	0
31%	-13%	33%	1%	-5%	-9%	O=C(C1CCC(=O)N(C2CCCC2)C1)N1CCC(Oc2ccccc2Cl)CC1 (centres undefined)	0%	-6%	-3
0%[59 µM]	1%	51%[activator]	-6%	-14%	-1%	O=C(Nc1ccc2c(c1)oc1ccccc12)C1CC1	-6%	-12%[11.4 µM]	1
28%[59 µM]	-8%	21%	-15%	-2%	-9%	O=C1NC(c2ccc(O)cc2)Nc2ccccc21 (centres undefined)	5%	-7%	-1

Assay outcomes (PubChem)
